# High-throughput results: PubChem, several laboratories
# M4 PAM: positive allosteric modulators of human muscarinic M4 receptor; P08173; CHO-K1 hM4/Gqi5, Fluo-8 calcium fluorescence, ACh EC20; 0% = ACh EC20, 100% = maximal ACh; activation, % at 3 µM; 0.4% of 360,000 active; AID 624126;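 active = activation above its plate's cutoff, the mean activation of sample wells plus 3 SD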; note: some results filed as inactive read as strong as hits
# Target sequence (P08173 whole entry, looked up): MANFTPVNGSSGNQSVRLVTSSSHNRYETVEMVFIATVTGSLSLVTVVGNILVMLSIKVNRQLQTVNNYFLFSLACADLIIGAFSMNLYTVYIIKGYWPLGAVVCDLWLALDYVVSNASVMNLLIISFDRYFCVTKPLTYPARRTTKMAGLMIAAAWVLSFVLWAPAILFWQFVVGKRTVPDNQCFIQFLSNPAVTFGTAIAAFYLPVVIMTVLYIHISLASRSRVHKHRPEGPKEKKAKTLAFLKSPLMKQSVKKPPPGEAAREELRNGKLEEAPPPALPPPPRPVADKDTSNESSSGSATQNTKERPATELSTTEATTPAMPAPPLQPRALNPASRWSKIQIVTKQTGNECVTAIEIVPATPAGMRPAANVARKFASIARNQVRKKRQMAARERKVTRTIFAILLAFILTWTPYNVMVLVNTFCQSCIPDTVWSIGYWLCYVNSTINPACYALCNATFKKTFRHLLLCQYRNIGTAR
# CHRM5 PAM: CHRM5 positive allosteric modulation; CHO-K1 hM5, Fluo-8 calcium, ACh EC20 PAM; 0% = ACh EC20, 100% = ACh EC100; P08912; 0.3% of 360,000 active; activation, % at 3 µM; AID 624038;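 active = activation above the run cutoff, the mean activation of all test compounds plus 3 SD, cut at about 18% in these data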
#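 Assay system: CHO-K1 hM5 cells / Incubation: Fluo-8 loading 80 min at 37 °C plus 30 min room temperature / Technique: Fluo-8 calcium dye fluorescence, kinetic read / Repeats: single replicate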
# M5 antag: CHRM5 antagonism in calcium assay; P08912; CHO-hM5 cells, Fluo-8 calcium fluorescence, ACh EC80; inhibition, % at 3 µM; 0.59% of 360,000 active; AID 624040;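 active = inhibition above a per-plate cutoff, the mean of that plate's test compounds plus 3 SD, cut at about 27% in these data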;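 note: 0% = acetylcholine EC80 with DMSO and 100% = DMSO without agonist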
# CHRM1 PAM: potentiates human M1 receptor response to acetylcholine | P11229 | CHO-K1 hM1, Fluo-8 calcium fluorescence, ACh EC20; 0% = ACh EC20, 100% = maximal ACh | activation, % at 3 µM | 0.088% of 360,000 active; in the data active = activation above about 19%, passing the limit was not always enough
# Target sequence (P11229 whole entry, looked up): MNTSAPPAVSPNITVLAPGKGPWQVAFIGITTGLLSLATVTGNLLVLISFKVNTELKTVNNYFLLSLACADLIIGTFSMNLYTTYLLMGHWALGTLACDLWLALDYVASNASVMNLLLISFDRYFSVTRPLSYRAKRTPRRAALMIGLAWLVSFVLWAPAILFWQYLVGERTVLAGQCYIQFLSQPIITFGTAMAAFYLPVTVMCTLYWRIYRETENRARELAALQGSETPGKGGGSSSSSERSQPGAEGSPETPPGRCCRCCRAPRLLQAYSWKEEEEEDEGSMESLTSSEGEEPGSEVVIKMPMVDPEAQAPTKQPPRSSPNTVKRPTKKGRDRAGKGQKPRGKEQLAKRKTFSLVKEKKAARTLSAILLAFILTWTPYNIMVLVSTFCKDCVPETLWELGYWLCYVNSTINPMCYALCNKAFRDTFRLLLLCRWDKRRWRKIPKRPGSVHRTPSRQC
# CHRM5 agonist: CHRM5 agonism in calcium assay | activation, % at 3 µM | 0.19% of 360,000 active | CHO-K1 hM5 cells, Fluo-8 calcium fluorescence; 0% DMSO wells, 100% maximal acetylcholine response | P08912;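 active = activation above the run's mean over test compounds plus 3 SD, cut at about 23% in these data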;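 note: signal is peak over basal fluorescence ratio across the kinetic read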
# CHRM1 antagonist: human CHRM1 antagonism. P11229. CHO-K1 hM1, Fluo-8 calcium fluorescence, ACh EC80 antagonist. inhibition, % at 3 µM. 1.3% of 360,000 active. AID 588852;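 active = percent inhibition above its own plate's cutoff, namely the mean of that plate's compound wells plus 3 SD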;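 note: peak over basal fluorescence ratio during 140 s after agonist addition; 0% = ACh EC80 plus DMSO and 100% = DMSO alone without agonist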
# CRFR2-BP ag: CRF-BP/CRF-R2 complex agonism; HEK293 CRF-R2/CRF-BP, calcium dye fluorescence (FLIPR); percent of saturating CRF peptide response; activation, % at 13.2 µM; 0.46% of 350,000 active;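 active = activation of at least 50%, plus an integration ratio under a set limit after plate pattern correction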;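 note: plate controls were neutral control wells without compound for no effect and CRF at EC100 for full effect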
# CHRM4 agonist: CHRM4 agonism in calcium assay. CHO-K1 hM4/Gqi5, Fluo-8 calcium fluorescence; vehicle 0%, full acetylcholine response 100%. activation, % at 3 µM. 0.14% of 360,000 active. AID 624127;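 active = activation above the run mean over all test wells plus 3 SD, cut at about 32% in these data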;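 note: peak over basal fluorescence ratio per well then scaled between controls; 0% = DMSO wells and 100% = acetylcholine at EC100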
# M4 antag: antagonists of human muscarinic M4 receptor (CHRM4); 0.73% of 360,000 active; CHO-hM4 cells, ACh EC80, Fluo-8 calcium fluorescence; P08173; inhibition, % at 3 µM;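 active = inhibition above its plate's cutoff, the mean inhibition of sample wells plus 3 SD, cut at about 27% in these data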;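 note: 0% = acetylcholine EC80 with DMSO and 100% = DMSO without agonist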
# The depositor's hits bear a star; / = not tested or not shown.
SMILES,M4 PAM,CHRM5 PAM,M5 antag,CHRM1 PAM,CHRM5 agonist,CHRM1 antagonist,CRFR2-BP ag,CHRM4 agonist,M4 antag
Cc1cc(NC(=O)c2c([N+](=O)[O-])cnn2C)no1,0,0,-9,5,1,0,-2.1,1,-1
CCOc1ccccc1N(CC(=O)NC1CCCC1)C(=O)CCCC(=O)Nc1ccccn1,14,10,-8,3,-1,-8,0.1,-1,9
COc1cccc(/C=N/NC(=O)c2cc(-c3ccccn3)nc3ccccc23)c1O,-9,-9,2,-11,0,37*,-1.0,20,5
O=C1NC(=O)/C(=C/c2ccc(OS(=O)(=O)c3ccc(F)cc3F)cc2)N1,-7,-11,13,10,1,-5,-3.3,8,8
Cc1ccc(C(=O)/C=C/c2cn(CN3CCN(C)CC3)c3ccccc23)cc1,8,-1,5,3,-1,-2,8.1,1,-3
OCCOCCn1c(C(CO)Nc2nc(-c3ccccc3Br)cs2)nc2ccccc21 (stereo not drawn),5,2,14,11,2,-5,-0.5,5,-9
COc1cc([C@@H]2CC=C(C(=O)O)CN2S(=O)(=O)c2ccc(C)cc2)cc(OC)c1OC,1,-2,12,6,0,1,-0.7,0,5
CC(C)(C)C(=O)Nc1ccc(C(=O)COC(=O)c2ccccn2)cc1,2,3,-8,15,3,-13,1.4,1,0
COc1ccc(-c2nc3ccccc3n2CCC(C)C)cc1OC,-7,-8,6,-1,-7,7,3.6,8,3
CC(C)n1nc(C(=O)Oc2cc(Cl)ccc2Cl)c2ccccc2c1=O,11,-3,9,2,0,9,-1.8,1,-6
CCOC(=O)C1(CCCc2ccccc2)CCN(C(=O)c2ocnc2C)CC1,-3,2,-15,7,2,0,-1.9,3,-1
COc1cccc(NC(=O)C(NCC2CCCCC2)c2ccccc2)c1 (stereo not drawn),-2,4,-7,7,-4,-2,-1.0,-2,11
CC(=O)N1N=C(c2cccc(Cl)c2)OC1c1cccc([N+](=O)[O-])c1 (stereo not drawn),5,-3,3,-7,-2,-6,-2.3,-1,-6
C=CCn1c(-c2c[nH]c3ccccc23)n[nH]c1=S,-6,-3,5,-4,-5,12,0.4,1,0
COc1ccc(C(C)NC(=S)NCc2ccc(F)cc2)cc1OC (stereo not drawn),8,-3,11,12,-3,-6,0.7,2,3
CC(=O)c1ccc(Oc2ccc(C(C)=O)cc2)cc1,5,-2,-5,2,-9,-7,7.1,2,-4
CN(C(=O)CN1C(=O)S/C(=C\c2ccc(F)cc2)C1=O)C1CCS(=O)(=O)C1 (stereo not drawn),-9,-10,25,-5,-1,-5,-2.4,0,8
Cc1ccc(/C=C2\Oc3cc(OCC(=O)NN)ccc3C2=O)o1,-3,-1,8,11,-1,-11,0.3,0,5
Cc1ccccc1OCCOC(=O)c1ccc(S(=O)(=O)N2CCCC2)cc1,-2,-13,1,4,-2,-5,3.9,3,-6
COC(=O)c1c(C)c[nH]c1C,4,-3,6,8,-1,-14,-1.4,2,-15

# 2 entries from above, with values under each structure.
# Values in the order: M4 PAM, CHRM5 PAM, M5 antag, CHRM1 PAM, CHRM5 agonist, CHRM1 antagonist, CRFR2-BP ag, CHRM4 agonist, M4 antag
- COc1cccc(/C=N/NC(=O)c2cc(-c3ccccn3)nc3ccccc23)c1O
  -9, -9, 2, -11, 0, 37*, -1.0, 20, 5
- O=C1NC(=O)/C(=C/c2ccc(OS(=O)(=O)c3ccc(F)cc3F)cc2)N1
  -7, -11, 13, 10, 1, -5, -3.3, 8, 8

# More structures follow:
SMILES,M4 PAM,CHRM5 PAM,M5 antag,CHRM1 PAM,CHRM5 agonist,CHRM1 antagonist,CRFR2-BP ag,CHRM4 agonist,M4 antag
COc1ccc(-c2ccc(SCC(=O)Nc3nccs3)nn2)cc1OC,-9,-12,5,-12,5,35*,-4.5,15,-3
O=C1CCN(CCc2ccccc2)CCN1[C@H](CSc1ccccc1)Cc1ccccc1,-2,4,0,-7,-5,12,1.3,0,2
CC(Oc1ccccc1Cl)C(=O)Nc1ccc(S(=O)(=O)N2CCCC2)cc1 (stereo not drawn),-6,-11,8,-27,-3,91*,3.1,9,-8
COc1ccc(C=O)c(OC)c1,-6,3,3,-5,-3,3,-0.6,0,-1
O=C(O)CCC(=O)N1CCc2cc(S(=O)(=O)N3CCN(c4ccc(F)cc4)CC3)ccc21,0,-1,0,-1,0,-7,3.1,0,-5
CC(C)OCCCNC(=O)c1cc(-c2cccnc2)nc2ccccc12,-11,-4,10,-6,2,8,-0.5,19,9
COc1ccc(C(C)(NC(C)=O)c2nc(-c3cccnc3)cs2)cc1 (stereo not drawn),9,-5,1,1,2,-2,/,0,-3
COc1ccc(NC(=O)CN(C)CC(=O)Nc2sc3c(c2C#N)CCC3)cc1,3,-1,8,-5,-1,34*,-1.2,4,2
CN(CC(=O)Nc1cccc(F)c1)C(=O)CSc1ccccc1,12,-1,-2,14,3,-15,3.5,1,-10
O=C(COc1ccc(-n2cnnn2)cc1)Nc1ccccc1OC(F)F,5,-4,1,2,0,0,-0.3,3,1
CC1(OC(=O)CCc2ccccc2)C(=O)C=C2C=C(c3ccc(C#N)cc3)N(Cc3ccco3)C=C2C1=O (stereo not drawn),5,-8,21,-11,0,18,5.9,0,8
CCc1nc2ccc(C(=O)NCCN(C)C)cn2c1N(CC)CCOC,4,1,1,4,0,-10,/,1,-6
C[C@@]12CC(=O)NC1N(C(=O)c1cccc(C(F)(F)F)c1)C(c1ccccc1OC(=O)c1cccc(C(F)(F)F)c1)C2 (stereo partly drawn),4,8,-7,-4,-2,-5,3.0,1,-7
OC1(c2cccc(C(F)(F)F)c2)CCN(c2ncnc3c2[nH]c2ccccc23)CC1,-13,-49,9,-1,-2,15,2.9,16,4
O=C(NCc1ccccc1Cl)c1ccc(CS(=O)Cc2ccc(Cl)cc2)o1 (stereo not drawn),-2,5,-4,6,-2,-5,-1.1,4,6
O=C(c1cc2cc(Br)ccc2o1)N1CCN(c2ccccc2)CC1,-4,-7,13,-2,-3,1,-0.9,0,0
Cc1ccc(OCC(=O)N2CCN(c3ccc([N+](=O)[O-])c(N4CCOCC4)c3)CC2)cc1,-6,-8,2,-1,2,9,-2.3,5,-7
Cc1cc(C)nc(NCCC(=O)O)n1,0,-3,2,1,-3,2,11,1,0
Clc1ccccc1-c1nnc2n1-c1ccccc1SC2,-26,-18,19,-2,0,5,-1.9,8,1
CCOc1cc(/C=C2/COc3ccccc3C2=O)ccc1OCC(=O)N(C)C,8,6,-7,5,-1,-3,0.0,4,0

# 6 records drawn at random from the list so far, as already listed:
SMILES,M4 PAM,CHRM5 PAM,M5 antag,CHRM1 PAM,CHRM5 agonist,CHRM1 antagonist,CRFR2-BP ag,CHRM4 agonist,M4 antag
O=C1CCN(CCc2ccccc2)CCN1[C@H](CSc1ccccc1)Cc1ccccc1,-2,4,0,-7,-5,12,1.3,0,2
C[C@@]12CC(=O)NC1N(C(=O)c1cccc(C(F)(F)F)c1)C(c1ccccc1OC(=O)c1cccc(C(F)(F)F)c1)C2 (stereo partly drawn),4,8,-7,-4,-2,-5,3.0,1,-7
CC(Oc1ccccc1Cl)C(=O)Nc1ccc(S(=O)(=O)N2CCCC2)cc1 (stereo not drawn),-6,-11,8,-27,-3,91*,3.1,9,-8
COc1ccc(NC(=O)CN(C)CC(=O)Nc2sc3c(c2C#N)CCC3)cc1,3,-1,8,-5,-1,34*,-1.2,4,2
O=C(COc1ccc(-n2cnnn2)cc1)Nc1ccccc1OC(F)F,5,-4,1,2,0,0,-0.3,3,1
COc1ccc(-c2ccc(SCC(=O)Nc3nccs3)nn2)cc1OC,-9,-12,5,-12,5,35*,-4.5,15,-3

# (listing goes on)
SMILES,M4 PAM,CHRM5 PAM,M5 antag,CHRM1 PAM,CHRM5 agonist,CHRM1 antagonist,CRFR2-BP ag,CHRM4 agonist,M4 antag
CCSc1nnc(NC(=O)c2cccs2)s1,9,2,-9,1,2,-8,-0.9,1,-13
CS(=O)(=O)N(CC(=O)N1CCCCC1)c1sc2c(c1C#N)CCCC2,-1,-3,2,0,-3,-3,-1.0,2,-10
O=C(/C=C/c1ccccc1Cl)Nc1ccc(Cl)cn1,5,2,-5,4,1,-5,1.6,1,9
COc1ccc([N+](=O)[O-])cc1C(=O)NCCOc1ccc(Cl)cc1,-7,-10,13,1,-1,-4,-0.3,10,-3
COc1ccc(CNc2nc(NC(C)=O)nn2-c2ccccc2)cc1,6,14,-8,9,3,-10,-4.2,1,-6
CN(Cc1ccccc1)C(=O)c1cccc(NC(=O)Cc2ccc(NC(=O)C3CCN(C(=O)c4ccccc4)CC3)cc2)c1,-5,-4,6,-5,-2,15,0.5,3,1
CC(C)c1nc(SCC(=O)N2CCCC2)c2ccccc2n1,-2,2,-3,4,0,1,-2.7,0,5
Cc1n[nH]c(C)c1S(=O)(=O)N(C)Cc1ccco1,3,0,5,3,0,-1,-0.1,0,-4
CCOC(=O)C1(Cc2cccc(Cl)c2)CCCN(C(=O)CCNC(C)=O)C1 (stereo not drawn),1,5,0,9,-1,-17,0.8,1,-19
CCCOC(=O)c1ccc(NC(=O)C2C3CCC(C3)C2C(=O)O)cc1 (stereo not drawn),8,2,-7,-1,1,4,0.6,2,4
CC(/C=C/c1ccco1)=N\NC(=O)c1cccc(Cl)c1,0,0,-3,3,-2,0,-1.2,0,2
Cc1ccc(CNc2ccc(N3CCOCC3)cc2)s1,8,3,-8,5,0,-1,-0.4,0,-11
O=C1N[C@@H](c2ccccc2)COC(=O)[C@H](Cc2ccc(F)cc2)CC/C=C/C[C@H]1CC(=O)N(CCO)Cc1ccccc1,-9,-2,5,-5,1,8,0.1,12,-9
CNC(=O)C1Cc2ccccc2CN1S(=O)(=O)c1ccc(OC)c(OC)c1 (stereo not drawn),3,3,3,0,-1,-3,0.2,0,-6

# Rows are unselected, and some 2.8% of all compounds hit somewhere here.
